MT stabilize HCS = microtubule stabilizers in HeLa cells, primary screen, imaging, high-content imaging | % tubulin-high responders, % at 10 µM | AID 2205, 2009 | HeLa tubulin immunostaining HCS, 24 h; share of cells brighter than vehicle mean+2SD | hit rate 0.83% among 200,000;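 active means plate Z-score above 3 for both tubulin-high and condensed-nucleus cell shares, with cell loss under 80%, at 10 µM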;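 further: anti alpha tubulin signal scored within the nucleus-defined area of each cell; some results filed as inactive read as strong as hits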
M17LAP inhibition = P. falciparum M17LAP inhibitors, primary screen, biochemical, fluorogenic H-Leu-NHMec substrate, 1536-well (AID 1619); recombinant M17LAP, H-Leu-NHMec fluorogenic kinetic assay; higher % means a stronger effect; inhibition, % at 30 µM, or IC50 in µM where a hit was titrated; hit rate 0.38% among 220,000;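 active means compound inhibiting the enzyme by more than half at any dose during confirmatory dose-response retesting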;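 further: plate controls were full reaction with DMSO carrier for no effect and no enzyme background for full effect; strong numbers were not always called active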
Ins promoter up = insulin promoter activators in MIN6 cells, imaging, high-content screening, mouse beta cells. MIN6 insulin promoter-GFP reporter; active compounds read high. z-score at 5 µM. hit rate 0.3% among 190,000;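 active means z-score above 3 at 5 µM with at least 500 cells counted in the well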
Hep lipid drop = inhibitors of hepatocyte lipid droplet formation, primary screen, imaging, high-throughput imaging, BODIPY stain; AML12 mouse hepatocytes, oleate lipid droplets; inhibition, % at 6.5 µM; hit rate 0.4% among 240,000;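 active means lipid droplet intensity inhibited by at least 50%, with more than 500 cells counted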
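material = mouse AML12 hepatocyte cell line, fixed after treatment | also added = 100 µM oleic acid challenge | doses = compound at 6.5 µM only | schedule = overnight exposure | technique = Image-based BODIPY and DAPI two-channel analysis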
Autophagy mod = autophagy modulators in MEF cells, primary screen, imaging, high-content, MEF GFP-LC3. MEF GFP-LC3 puncta imaging; test concentration mostly 10 µM. calls only at 10 µM (by protocol). hit rate 0.98% among 190,000;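 active means percentage of spot-positive cells more than 3 SD above its plate mean, without a fluorescence outlier flag or 80% toxicity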;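 further: spot-positive cell cutoff set from DMSO-treated cells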
M1AAP inhibition = P. falciparum M1AAP inhibitors, biochemical, fluorogenic H-Leu-NHMec substrate, 1536-well (AID 1445) | Aminopeptidase N (Plasmodium falciparum (isolate 3D7)) | one-dose inhibition, % at 30 µM; IC50 in µM for titrated hits | recombinant M1AAP, H-Leu-NHMec fluorogenic kinetic assay; higher % means a stronger effect | hit rate 0.42% among 220,000;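 active means primary inhibition above the hit cutoff, then over 50% inhibition at one or more dose response concentrations, cut at about 23% in these data, passing the limit was not always enough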;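 further: plate controls were DMSO full reaction for no effect and no enzyme background for full effect; strong numbers were not always called active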
ER stress rescue = rescue of cells from ER stress-induced death, primary screen, 384-well, CSM14.1, thapsigargin, ATP luminescence (AID 1222); CSM14.1 thapsigargin-induced death rescue, ATP luminescence; higher % means a stronger effect; one-dose cellular ATP content (survival), % at 20 µM; EC50 in µM for titrated hits; 190,000 tested, under 10 active;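 active means EC50 below 50 µM in the dose-response confirmation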;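 further: death triggered by thapsigargin at about 15 µM added after 2 h compound pretreatment; cell ATP read after overnight thapsigargin exposure of roughly 18 to 22 hours; normalized against plate controls of thapsigargin alone and 5% DMSO vehicle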
Yfh1-off respiration = enhancers of respiration in Yfh1-depleted yeast, dose response, Friedreich's ataxia, plus single-dose screen (AID 1465) | S. cerevisiae Yfh1-off respiration, WST-1 reduction, 72 h; higher fold induction means a stronger effect | fold induction at 50 µM; hits with a dose series show EC50 in µM | hit rate 0.074% among 220,000;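 active means fold induction of absorbance versus untreated yeast above a set limit, then at least 30% activation at any dose in follow-up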;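 further: activators that raise dye reduction in frataxin-depleted yeast; strong numbers were not always called active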
Dynein cargo inh = inhibitors of GR-EGFP nuclear translocation, primary screen, dynein cargo transport inhibitor project, imaging, high-content, 3617.4 mouse cells; test concentration mostly 20 µM; stimulated with dexamethasone, 1 µM; active compounds read low; z-score, hits read low; hit rate 0.47% among 220,000;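 active means plate z-score of nuclear minus cytoplasmic receptor signal below a set negative limit, without overly bright fluorescence or cell loss, cut at about -3.5 in these data, passing the limit was not always enough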;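 further: z-score of nuclear minus cytoplasmic ring GR-EGFP intensity difference per well; some compounds called inactive have numbers as strong as hits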
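Schedule: 48 h induction, then 1 h compound, then 30 min agonist, 37 °C. Buffer or medium: tetracycline-free induction medium containing charcoal-stripped FBS. Reagent: 1.0 µM final dexamethasone stimulus. Evaluation: nuclear versus cytoplasmic GR-EGFP signal, averaged per well. Signal: high-content fluorescence imaging after fixation.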
Dynein cargo inh cytoplasmic EGFP = also measured in Dynein cargo inh; calls as there; z-score; measured here: cytoplasmic GR-EGFP intensity; active compounds read high
Dynein cargo inh nuclear GR-EGFP = recorded beside Dynein cargo inh, whose call it bears; z-score; measured here: nuclear GR-EGFP intensity;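 lower value marks the stronger effect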
Dynein cargo inh cell count = also measured in Dynein cargo inh; calls as there; z-score; measured here: cell count per field
Ins promoter up cell count = second read-out of Ins promoter up, no call of its own (marks repeat the call); cell count; measured here: cytotoxicity, nuclei count;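 total cells summed across four imaged fields per well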
Hep lipid drop cells 6.5 µM = further read-out of Hep lipid drop, marked with its call; cell count; measured here: cell count, cytotoxicity flag;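 cells counted across two imaged fields per well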
MT stabilize HCS Hoechst-high % = second read-out of MT stabilize HCS, no call of its own (marks repeat the call); % Hoechst-high responders; measured here: nuclear condensation Hoechst responders;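 share of cells brighter than vehicle mean plus two SD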
MT stabilize HCS cytotoxicity % = second read-out of MT stabilize HCS, no call of its own (marks repeat the call); toxicity, %; measured here: cytotoxicity by cell density;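 0% = mean cell density of plate MIN control wells and 100% = no cells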
Autophagy mod cell loss 18 h = recorded beside Autophagy mod, whose call it bears; toxicity, %; measured here: cell loss, nuclei count;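 cell loss after 18 h compound exposure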
Starred values were filed as active, the others as inactive; i = inactive; · = not tested or not shown.

SMILES	MT stabilize HCS	MT stabilize HCS Hoechst-high %	MT stabilize HCS cytotoxicity %	M17LAP inhibition	Ins promoter up	Ins promoter up cell count	Hep lipid drop	Hep lipid drop cells 6.5 µM	Autophagy mod	Autophagy mod cell loss 18 h	M1AAP inhibition	ER stress rescue	Yfh1-off respiration	Dynein cargo inh	Dynein cargo inh cytoplasmic EGFP	Dynein cargo inh nuclear GR-EGFP	Dynein cargo inh cell count
COc1ccc(NC(=S)c2ccncc2)cc1	3.5	2.3	4.5	-5.5%	0.43	1283	-11.5	601	i	-7.7	3.5%	0.9%	i	-0.979	-0.0542	-0.287	1.25
Cc1ccc(NC(=S)NCCN2CCOCC2)cc1	3.1	1.4	5.1	8.4%	-0.26	1627	·	·	i	0.4	4.7%	0.0%	i	2.87	-0.184	1.68	-0.945
CCCCCc1nnc(NC(=O)C2COc3ccccc3O2)s1 (centres undefined)	3.0	2.4	7.7	44.9%	1.88	1368	-15.2	697	i	20.5	10.8%	-1.1%	i	-0.641	-0.244	-0.957	1.16
CN(C)/N=C/c1ccc([N+](=O)[O-])cc1[N+](=O)[O-]	3.6	2.0	8.5	-0.4%	0.1	1093	-23.5	715	i	1.1	-10.5%	-0.6%	i	2.91	0.152	2.29	-2.24
CC(=O)c1sc(NC(=O)COc2c(C)cc(Cl)cc2C)nc1C	4.8	3.0	5.5	11.2%	0.56	1672	23.6	714	i	-3.5	4.1%	0.7%	i	0.218	-0.297	0.135	0.109
CCOC(=O)c1ccc2cccc(C)n2c1=O	1.9	1.4	3.3	16.8%	·	·	-3.1	671	i	-4.0	9.9%	-0.1%	i	0.586	-0.181	0.535	-0.631
Cc1cccc(N2CCN(C(=O)CCCSc3nc4ccccc4[nH]3)CC2)c1C	3.2	1.9	10.8	9.6%	0.43	1634	·	·	i	8.8	4.7%	-0.8%	i	-0.383	-0.0843	0.0452	1.05
O=C(c1snnc1-c1ccccc1)N1CCOCC1	5.4	2.2	8.2	3.8%	-0.01	1595	22.0	648	i	18.0	1.4%	-1.3%	i	-0.441	-0.303	-0.116	0.684
Cc1cc(C)nc(SCc2nc3ccccc3n2C)n1	2.3	2.9	4.4	1.1%	-0.88	1301	·	·	i	7.1	9.8%	-0.5%	i	1.71	0.0443	0.842	-0.677
Cc1c(-c2ccc(Br)cc2)[n+](=O)c2c(n1[O-])CCCC2	1.6	3.2	8.7	11.1%	-1.25	1733	8.7	630	i	-8.6	14.2%	0.0%	i	-0.488	-0.124	0.326	0.515
CCN(CC)CCCNC(=O)Cn1nc(-c2ccccc2)ccc1=O	2.2	2.2	6.6	-2.4%	0.76	1408	·	·	i	-2.5	-1.2%	-0.8%	i	-0.572	-0.217	-1	0.902
CSc1cccc(NC(C)C(=O)NCc2ccccc2)c1 (centres undefined)	2.1	2.4	8.9	7.7%	0.69	1281	-59.8	674	i	7.3	6.5%	-2.4%	i	-0.507	-0.229	-0.322	0.884
COc1ccc(CNc2nc3c(c(=O)[nH]c(=O)n3C)n2Cc2ccccc2C)cc1	4.0	2.9	5.8	-9.7%	-0.08	982	·	·	i	8.7	1.0%	0.6%	i	2.05	-0.0577	1.19	-0.935
C[C@@H]1C[C@H]2[C@@H]3CCC4=CC(=O)C=C[C@]4(C)[C@@]3(F)[C@@H](O)C[C@]2(C)[C@H]1C(=O)CO	1.2	1.2	2.4	2.9%	·	·	·	·	i	36.4	-2.0%	-3.6%	i	-1.36	-0.124	-0.502	1.34
O=C(CSc1nc(-c2ccco2)cc(C(F)(F)F)n1)NCCCn1ccnc1	2.0	1.0	5.2	20.1%	0.31	1976	-11.0	548	·	·	11.8%	-3.2%	i	-0.389	-0.222	0.0289	-0.0992
CC(C)C(NC(N)=O)C(=O)NC1CCCCC1 (centres undefined)	4.1	1.2	8.0	-4.7%	-0.43	1349	-3.7	703	i	1.0	-1.6%	1.2%	i	0.568	-0.37	0.069	-0.366
c1ccc(OCc2nnc3n2CCCCC3)cc1	·	·	·	12.8%	1.24	1115	2.0	680	·	·	7.5%	·	i	-0.0198	-0.278	-0.0898	1.29
O=C(NCCN1CCCC1)c1ccccc1Cl	4.6	1.4	7.5	·	-0.23	1483	-5.9	736	i	-2.2	·	0.1%	i	0.922	-0.212	1.06	-0.614
CCOc1ccccc1/C=C(/NC(=O)c1ccccc1)C(=O)NCC(=O)O	5.3	1.5	3.3	-3.4%	1.16	1422	51.9*	503*	i	16.2	15.9%	0.5%	i	1.26	-0.065	1.42	-2
Cc1nnc(SCC(=O)Nc2ncc3c(n2)CC(c2ccccc2)CC3=O)s1 (centres undefined)	1.3	0.9	7.3	-10.1%	-0.27	1006	14.8	801	i	-5.6	-2.9%	1.2%	i	1.25	-0.526	0.696	0.317
CC(/C=N/NC(=O)Cc1cccn1C)=C\c1ccco1	1.2	3.4	11.6	17.8%	2.13	1855	-0.9	672	i	0.4	4.0%	-2.8%	i	-0.258	-0.205	-0.582	0.705
CCOC(=O)C1=C(C)NC(C)=C(C(=O)OCC)C1c1nc2ccccc2[nH]1	1.2	2.0	19.2	·	·	·	·	·	i	-4.2	·	·	i	0.511	-0.22	0.631	0.41
COc1ccccc1N1CCN(C(=O)C2CCN(S(=O)(=O)c3ccc(Cl)cc3)CC2)CC1	4.0	2.6	6.1	7.2%	-1.56	1020	·	·	i	-11.5	2.1%	1.6%	i	4.13	-0.0972	2.08	-2.14
CCn1c(C(C)NC(=O)c2ccc(OC)c(OC)c2)nc2ccccc21 (centres undefined)	7.7	2.1	16.6	-0.7%	-1.13	1459	·	·	i	2.7	0.7%	0.6%	i	2.36	0.545	2.16	-2.81
CCN1CCCC(OC(=O)Nc2ccccc2)C1 (centres undefined)	2.3	2.3	8.1	-13.2%	0.69	1531	·	·	·	·	7.0%	0.1%	i	-0.379	-0.156	0.123	0.183
CCOc1ccc2nc(NC(=O)c3ccc(S(=O)(=O)N4CCOCC4)cc3)sc2c1	11.3	19.9	27.3	0.3%	·	·	·	·	i	-5.4	0.3%	-2.6%	·	-0.303	-0.147	-0.149	0.0521
CC(C)(C)NS(=O)(=O)c1ccc(CCC(=O)N2CCOCC2)cc1	4.1	2.3	4.5	-5.1%	1.31	1157	-5.3	828	i	-1.9	-1.5%	0.6%	i	0.107	-0.249	0.0331	0.655
CC(=O)c1cccc(NC(=O)CCNS(=O)(=O)c2cccc(C(C)=O)c2)c1	3.0	1.8	2.1	-1.3%	1.02	1110	·	·	i	3.8	5.7%	-2.0%	i	-0.0445	-0.184	0.145	0.142
COCC(C)NC(=O)/C(=C/c1ccccc1)c1ccccc1 (centres undefined)	5.8	2.6	5.3	2.4%	-0.64	1564	3.2	630	i	3.6	1.2%	2.8%	i	-0.886	-0.345	-0.15	1.2
Cc1cc(C)c(C)c(C(=O)c2ccccc2C(=O)O)c1C	0.9	1.5	4.4	-18.2%	-0.12	1523	-0.7	735	i	-12.0	1.3%	1.7%	i	-0.381	-0.189	-0.000434	0.455
O=C(OCc1ccccc1Cl)c1ccccc1C(=O)c1ccccc1	3.8	2.0	1.7	4.5%	-0.28	1641	·	·	i	7.2	1.6%	-0.6%	i	1.78	-0.225	0.486	-0.663
Cc1cc(C(=O)OCC(=O)c2c(N)n(C)c(=O)n(C)c2=O)c(C)o1	3.4	2.1	1.0	3.1%	1.03	1093	-7.4	718	i	23.0	6.6%	-0.9%	i	-0.549	-0.204	-0.026	-0.168
CC(NS(=O)(=O)c1cccc(Cl)c1)C(=O)Nc1ccc(-c2nc3ccccc3s2)cc1 (centres undefined)	1.9	1.8	7.5	14.3%	-0.24	948	5.5	787	i	-4.2	0.7%	-3.5%	i	-0.162	-0.424	0.12	0.217
COC(=O)c1c(C)[nH]c(C)c1C(C)=O	·	·	·	-11.0%	-0.21	1466	-2.7	718	·	·	-4.0%	·	i	0.996	-0.257	0.489	-0.0416
COc1ccccc1CNc1nc2ccccc2n1CCN1CCCCC1	2.9	2.2	13.5	0.3%	-1.13	786	·	·	i	6.8	8.8%	-1.6%	i	-0.449	0.135	-0.124	-0.26
Cc1cc(=O)oc(C)c1C(=O)NCCc1ccccc1	4.8	2.8	10.5	2.2%	1.11	817	·	·	i	0.8	7.9%	-0.9%	i	1	-0.0867	1.28	-1.98
C=CCn1c(-c2ccc(OC)c(OC)c2)cs/c1=N\c1ccccn1	1.8	1.6	6.2	0.9%	·	·	-5.9	745	i	2.7	9.0%	3.8%	i	0.461	0.346	1.14	-0.269
CC12CCC(C(=O)N(NC(=O)c3cccnc3)C1=O)C2(C)C (centres undefined)	1.8	1.3	9.3	-3.1%	0.22	1400	2.2	655	i	1.6	5.6%	-2.7%	i	-0.19	-0.199	-0.105	1.27
S=c1[nH]nc(Cc2ccccc2)n1Cc1ccco1	3.5	1.5	7.3	1.2%	0.01	1909	11.1	654	i	-10.7	1.3%	-1.9%	i	0.0445	-0.142	0.374	1.28

Screening data as filed in PubChem.
